LAP4-GFP MLPCN: alters LAP4-GFP fluorescence in TOR pathway yeast screen | S. cerevisiae LAP4-GFP multiplex, flow cytometry GFP, 3 h; median GFP as percent of DMSO wells | GFP response vs DMSO, % at 10 µM | actives 0.34% (n = 320,000) | AID 2023;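 active means GFP response vs DMSO above a set limit, about the screen mean plus 3 SD, cut at about 150% in these data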
RPL19A-GFP yeast: modulators of TOR pathway RPL19A-GFP in S. cerevisiae. actives 0.3% (n = 330,000). S. cerevisiae RPL19A-GFP strain, flow cytometry, 3 h; active compounds read low. percent response vs DMSO, % at 10 µM. AID 2025;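 active means percent response vs DMSO below 50%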;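 further: median channel GFP fluorescence of the barcoded RPL19A-GFP strain; ratio of sample median GFP to plate DMSO average so 100% = DMSO; lower means less RPL19A-GFP as with rapamycin TOR inhibition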
MEP2-GFP yeast: modulators of TOR pathway MEP2-GFP in S. cerevisiae; S. cerevisiae MEP2-GFP strain, flow cytometry GFP, 3 h; 100% = DMSO control level; GFP response vs DMSO, % at 10 µM; actives 0.51% (n = 330,000); AID 2016;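 active means GFP response versus DMSO above a set limit, roughly screen mean plus 3 SD, cut at about 180% in these data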;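 further: median GFP fluorescence of the barcode-gated MEP2-GFP cells per well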
Efflux pump mplx: inhibitors of Candida antifungal efflux pumps expressed in yeast; actives 0.44% (n = 330,000); inhibition, % at 10 µM; S. cerevisiae Candida pump triplex, Nile Red efflux;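 active means plate passing quality check with inhibition over a set limit, or well fluorescence over plate mean plus 4 SD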;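 further: Nile Red retained in pooled yeast measured as flow cytometry median fluorescence; 0% = buffer negative control and 100% = Enniatin B positive control; higher means more Nile Red kept so more efflux inhibition; some compounds called inactive have numbers as strong as hits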
Yeast superoxide: lowers age-related superoxide in aged yeast cells | S. cerevisiae aged cells, superoxide DHE fluorescence; active compounds read low | superoxide response (% of plate mean), % at 10 µM | actives 0.18% (n = 330,000);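 active means superoxide response under a set limit, about three screen SD below normal, cut at about 65% in these data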;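 further: yeast aged for seven days with compound at 30 °C before DHE staining; 100% = average MFI of all compound-treated wells on the plate with controls excluded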
AGP1 TOR yeast: yeast TOR pathway AGP1-GFP modulation | S. cerevisiae AGP1-GFP multiplex flow cytometry, 3 h; GFP as percent of DMSO wells | GFP response vs DMSO, % at 10 µM | actives 0.02% (n = 320,000) | AID 2066;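 active means GFP response relative to DMSO above a set limit, near screen average plus 3 SD, cut at about 150% in these data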;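 further: median GFP channel fluorescence of the gated AGP1 strain per well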
AHR activator: activators of human aryl hydrocarbon receptor. P35869. AHR-responsive luciferase reporter cells, luminescence. activation, % at 5 µM. actives 2.5% (n = 320,000). AID 2796; in the data active means activation above about 47%;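 further: 0% = vehicle wells and 100% = reference agonist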
Target sequence (P35869 whole entry, looked up): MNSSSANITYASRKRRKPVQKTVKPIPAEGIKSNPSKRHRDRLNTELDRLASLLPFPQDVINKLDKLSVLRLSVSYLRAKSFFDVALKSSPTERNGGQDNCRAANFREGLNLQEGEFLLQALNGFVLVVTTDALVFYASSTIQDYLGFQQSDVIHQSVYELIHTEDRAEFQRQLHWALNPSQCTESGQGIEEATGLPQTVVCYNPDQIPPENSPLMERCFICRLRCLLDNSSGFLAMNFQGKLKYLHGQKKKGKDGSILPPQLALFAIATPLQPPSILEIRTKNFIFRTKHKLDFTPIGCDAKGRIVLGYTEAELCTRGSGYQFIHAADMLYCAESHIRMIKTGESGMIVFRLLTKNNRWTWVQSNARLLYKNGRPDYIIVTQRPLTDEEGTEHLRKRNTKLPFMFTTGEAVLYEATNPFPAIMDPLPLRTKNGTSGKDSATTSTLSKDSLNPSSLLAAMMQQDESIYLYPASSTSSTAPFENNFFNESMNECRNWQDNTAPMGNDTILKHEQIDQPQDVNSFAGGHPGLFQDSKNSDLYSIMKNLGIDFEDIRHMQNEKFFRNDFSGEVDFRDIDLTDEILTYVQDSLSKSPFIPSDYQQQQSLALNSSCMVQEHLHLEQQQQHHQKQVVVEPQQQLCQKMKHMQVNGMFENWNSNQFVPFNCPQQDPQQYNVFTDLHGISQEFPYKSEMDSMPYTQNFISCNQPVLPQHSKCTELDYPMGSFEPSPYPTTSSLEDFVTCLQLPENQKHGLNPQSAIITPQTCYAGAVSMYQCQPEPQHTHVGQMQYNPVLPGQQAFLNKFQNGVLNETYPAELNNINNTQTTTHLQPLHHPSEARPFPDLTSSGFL
CIT2 TOR yeast: modulators of TOR pathway CIT2-GFP in S. cerevisiae; S. cerevisiae CIT2-GFP strain, flow cytometry, 3 h; 100 means same as DMSO wells; GFP response vs DMSO, % at 10 µM; actives 0.065% (n = 320,000);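 active means GFP response relative to DMSO above a set limit, near the screen mean plus 3 SD, cut at about 150% in these data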;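 further: ratio of well median GFP fluorescence to mean of DMSO wells on the plate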
Active calls of the source: *; . = no result given.

SMILES	LAP4-GFP MLPCN	RPL19A-GFP yeast	MEP2-GFP yeast	Efflux pump mplx	Yeast superoxide	AGP1 TOR yeast	AHR activator	CIT2 TOR yeast
CCNC(=O)NC(=O)C(C)OC(=O)c1oc2ccc(OCC)cc2c1C (stereo not drawn)	91	97	98	-0.1	92	91	3	101
O=[N+]([O-])c1cnccc1Nc1ccc(F)cc1	96	90	98	-0.1	107	.	5	91
CC(NC(=O)Cc1ccc(Br)cc1)c1ccccc1 (stereo not drawn)	99	106	110	0.0	99	102	-1	96
CC(C)NC(=O)c1ccc2c(c1)N(CC(=O)N1CCCC1)C(=O)C(C)(C)O2	97	99	102	0.0	99	99	-1	96
CCOC(=O)c1[nH]c(COC(=O)c2ccccc2NC(=O)c2ccco2)c(C(=O)OCC)c1C	111	101	112	0.0	110	105	1	105
c1ccc(C(c2nnnn2Cc2ccco2)N2CCN(C3CCCC3)CC2)cc1 (stereo not drawn)	98	98	105	0.0	88	97	7	96
Cn1c(NCc2ccccc2)nc2c1c(=O)n(Cc1ccc(Br)cc1)c(=O)n2C	102	96	108	-0.2	97	111	-1	93
O=S(=O)(Cc1ccccc1)N1CCCCCC1	102	99	100	0.5	116	94	-2	99
C=CCn1c(SCC(=O)Nc2cc3oc4ccccc4c3cc2OC)nnc1-c1cnccn1	109	96	95	0.0	96	97	15	85
C=CC[C@@H](CC(=O)N[C@@H](CO)Cc1ccccc1)C(=O)N[C@@H](COC(=O)[C@@H](CC=C)CC(=O)OC(C)(C)C)Cc1c[nH]c2ccccc12	98	106	103	0.2	105	105	-1	109
CC(C)CC(CC(C)C)=NNC(=O)c1ccc2c(c1)OCO2	102	101	100	-0.1	96	104	19	108
O=C(Nc1ccc(Br)c(Br)c1)C1CCCO1 (stereo not drawn)	107	95	94	0.0	100	99	-2	97
Cc1cccc(N2CCN(S(=O)(=O)c3c(C)[nH]c(C)c3C(=O)N3CCCC3)CC2C)c1 (stereo not drawn)	91	101	99	-0.1	93	105	3	103
O=C(NC(Nc1nc2ccc([N+](=O)[O-])cc2s1)(C(F)(F)F)C(F)(F)F)c1ccccc1	132	118	106	0.1	100	115	-18	102
O=C(Nc1ccccc1)c1cccc(=O)o1	102	97	100	0.2	106	95	-1	89
Cc1cc(N2C(=O)C3CC=CCC3C2=O)cc(C)c1Br (stereo not drawn)	110	107	107	0.1	100	103	4	105
COc1ccc(OC)c(NC(=O)Nc2ccc3c(c2)CCC3)c1	90	98	91	-4.0	110	94	46	90
Cc1ccc(S(=O)(=O)CC(=O)N(CCCN(C)C)c2nc3ccc(C)cc3s2)cc1	101	100	101	0.1	102	102	-7	99
O=C(CS(=O)CC(=O)Nc1cccc2c1CCCC2)Nc1ccc(F)cc1 (stereo not drawn)	102	105	103	-0.1	89	106	0	106
O=[N+]([O-])c1cccc(CSC2=NCCN2S(=O)(=O)c2ccccc2)c1	113	101	105	-0.1	102	106	1	91
COC(=O)C1C(c2ccccc2)C(C(=O)N2CCN(C)CC2)C1c1ccccc1 (stereo not drawn)	96	93	94	0.3	112	85	4	82
O=S(=O)(NCCc1ccccn1)c1ccc(-c2ccccn2)s1	108	95	102	-0.2	98	100	1	104
COc1ccc2c(c1)c(CC(=O)NCc1cc([N+](=O)[O-])ccc1O)c(C)n2C(=O)c1ccc(Cl)cc1	80	106	97	-0.3	.	95	5	.
COc1ccc(S(=O)(=O)N(c2onc(C)c2Cl)S(=O)(=O)c2ccc(OC)c(OC)c2)cc1OC	108	98	99	-0.2	100	105	3	102
O=C(c1cccc(S(=O)(=O)N2CCCCC2)c1)N1CCc2ccccc21	85	98	97	-4.3	101	88	18	95

Continued.
SMILES	LAP4-GFP MLPCN	RPL19A-GFP yeast	MEP2-GFP yeast	Efflux pump mplx	Yeast superoxide	AGP1 TOR yeast	AHR activator	CIT2 TOR yeast
Cc1cccc(C(=O)OCC(=O)c2ccc(CC(=O)N3CCOCC3)s2)c1C	101	103	102	0.5	114	101	1	91
CC(C)Cn1c(-c2cccnc2)nc2c1c(=O)[nH]c(=O)n2CC(C)C	111	105	107	-0.2	102	110	1	104
CC(=O)c1ccc(NC(=O)COC(=O)c2ccccc2Sc2ccccc2C#N)cc1	93	105	107	0.1	94	95	0	98
CCc1ccc(NC(=O)CSc2nc(CSc3ccc(C)cc3)cc(=O)[nH]2)cc1	97	95	98	0.1	104	97	1	94
O=C(c1cccc(Cl)c1)N1CCN(S(=O)(=O)c2ccc(Cl)s2)CC1	95	96	99	0.0	102	90	0	93
CCCc1nc2oc3ccccc3c(=O)c2c(=O)n1-c1ccc(C)cc1	112	98	94	-0.1	96	109	81*	94
CCc1c(C2(O)CCCCC2)[nH]c2ccc(C(=O)OC)cc12	100	104	109	0.0	99	107	5	105
O=C(/C=C/c1cccc(Cl)c1)NCc1ccncc1	92	102	99	-0.1	97	96	24	98
CCN(CC)CCn1c(O)c(N=O)c2ccccc21	143	94	142	0.0	101	122	1	115
COc1ccc(-c2cc(N)n(S(=O)(=O)c3ccc(C)cc3)n2)c(OC)c1	101	98	123	-0.3	100	102	47	97
Cc1ccccc1CC1(CO)CCCN(C(=O)CCC(F)(F)F)C1 (stereo not drawn)	94	99	105	0.0	97	100	-3	102
CC(c1ccccc1)n1cc(C(=O)NCCCn2ccnc2)nn1 (stereo not drawn)	88	97	101	0.0	93	95	46	.
Cc1ccc(OCC(O)Cn2c(N)nc3c2c(=O)n(C)c(=O)n3C)cc1 (stereo not drawn)	93	89	93	-0.2	95	92	15	96
Cc1ccc(CN2CCSc3ccc(C(=O)NCC4CCCO4)cc32)cc1 (stereo not drawn)	96	100	97	0.0	91	99	2	100
NNC(=O)c1sccc1OCc1ccc(Cl)cc1Cl	105	96	104	0.0	100	99	7	98
O=C(CSCc1ccccc1)NC1CCSC1=O (stereo not drawn)	102	98	96	0.0	100	98	-1	96
COC(=O)N/N=C\c1ccc(OC/C=C/c2ccccc2)cc1	79	117	110	0.0	102	99	.	81
COc1cccc(/C=C/C(=O)OCC(=O)Nc2cccc(S(=O)(=O)N3CCOCC3)c2)c1OC	99	100	107	0.0	86	104	0	106
CN(C)c1ccc(/C=C(\NC(=O)c2ccccc2)C(=O)NCCCN2CCOCC2)cc1	109	98	97	0.0	95	100	0	100
C=CCN1C(=O)C(Cc2cccc(Cl)c2)SC1=Nc1ccc(C(=O)O)cc1 (stereo not drawn)	100	99	94	0.0	96	92	-2	94
Cc1csc(NC(=O)c2ccc(C)c(S(=O)(=O)N3CCCCC3)c2)n1	93	99	104	-0.1	97	106	9	100
CCn1c(=O)cc(SCC(=O)NCc2ccco2)c2ccccc21	95	98	101	0.0	114	97	4	98
CC(=O)Nc1ccc(NC(=O)CSc2nc(=O)n(Cc3ccncc3)c3c2CCC3)cc1	112	101	103	-0.2	96	112	-3	101
O=C(CCCn1c(=O)c2cccn2c2cccnc21)NCCc1ccc(Cl)cc1	101	99	98	0.3	107	99	-3	100
CC1=CC(C)(C)N(C(=O)c2ccccc2)c2ccccc21	109	103	106	0.0	103	104	1	106

Next part.
SMILES	LAP4-GFP MLPCN	RPL19A-GFP yeast	MEP2-GFP yeast	Efflux pump mplx	Yeast superoxide	AGP1 TOR yeast	AHR activator	CIT2 TOR yeast
COc1ccc(-n2c(COc3ccc(C)cc3)nnc2SCc2ccc(C#N)cc2)cc1	102	101	102	0.4	90	110	-1	106
COC(=O)c1c(NC(=O)COC(=O)CC(NC(C)=O)c2ccccc2)sc(C)c1C (stereo not drawn)	102	101	100	0.1	96	104	1	97
CN(CC(=O)N1CCc2ccccc21)S(=O)(=O)c1cccs1	94	103	103	0.3	71	95	34	90
Cc1ccc(N(CC(=O)NCC2CCCO2)C(=O)CCC(=O)Nc2nccs2)cc1C (stereo not drawn)	92	101	103	0.1	99	93	-1	101
O=C(CN(c1ccc(F)cc1)S(=O)(=O)c1ccccc1)Nc1ccccc1C(=O)O	105	110	111	0.3	102	98	3	103
COC(=O)c1ccc(COC(=O)c2c(C)nn(Cc3ccccc3Cl)c2Cl)o1	127	100	131	0.3	87	118	3	118
Nc1nc(SCC(=O)N2CCCCC2)[nH]c(=O)c1NC(=O)c1cccs1	90	95	96	-0.1	95	102	2	77
O=C(Cc1cccs1)N1CCN=C1SCc1ccccc1F	101	90	90	-0.1	109	97	4	86
CCc1ccc(N2CC(C(=O)OCC(=O)NC3CC3)CC2=O)cc1 (stereo not drawn)	92	98	111	0.1	100	97	0	102
O=C(Cc1ccccc1[N+](=O)[O-])OCN1C(=O)c2ccccc2C1=O	91	108	103	0.0	97	96	-2	.
COc1ccc(NC(=O)c2ccc(COc3ccccc3)o2)c(OC)c1	98	103	101	0.1	94	92	.	93
COCc1ccc(C(=O)N2CCCC(C(=O)c3cc(F)ccc3F)C2)s1 (stereo not drawn)	105	95	90	0.9	103	81	1	73
Cc1cccc(C(=O)N/N=C/c2ccc(OCC(=O)N3CCCCC3)cc2)c1	99	97	98	-0.3	101	100	1	99
CCOC(=O)c1ccc2[nH]cc(C(C)=O)c(=O)c2c1	94	100	93	-0.1	102	100	2	99
COc1cc(C=O)c(-c2c(C=O)cc(OC)c3c2OCO3)c2c1OCO2	82	91	100	0.2	95	89	1	94
COc1ccc(CN2CCN(C(=O)Cn3ncn4cccc4c3=O)CC2)c(OC)c1OC	99	102	94	-0.1	88	106	5	104
COC(=O)[C@@]1(Cc2ccc(F)cc2)[C@H]2c3cc(C(=O)N4CCCC4)n(CCc4c[nH]c5ccc(OC)cc45)c3C[C@H]2CN1C(=O)c1ccccc1	95	103	102	-0.2	93	98	2	91
NNC(=O)CNC(=O)CNS(=O)(=O)c1ccccc1	103	110	106	0.5	100	102	13	111
COc1ccc(NC(=O)CSc2nnc(NC(C)=O)s2)c([N+](=O)[O-])c1	80	100	90	0.0	90	84	0	93
Cc1ccc(NC(=O)CSC2=Nc3ccccc3C3CC=NN23)c(C)c1 (stereo not drawn)	100	99	97	0.3	107	97	11	89
CC1(C)NC(=O)N(CCCCSc2ccc(Cl)cc2)C1=O	112	105	109	0.3	105	110	0	102
Cc1noc(C)c1S(=O)(=O)Nc1ccccc1Cl	103	99	106	0.0	99	100	1	97
O=S(=O)(NCc1ccc(F)cc1)c1ccc(Br)cc1Br	96	94	81	0.2	99	94	-3	91
COc1ccc2[nH]c(O)c(N=NC(=N)N)c2c1	77	114	89	1.2	98	86	32	97
Cc1nn(-c2ccccc2)c(N)c1-c1ccccc1	111	98	100	-0.1	80	97	3	98

Continued.
SMILES	LAP4-GFP MLPCN	RPL19A-GFP yeast	MEP2-GFP yeast	Efflux pump mplx	Yeast superoxide	AGP1 TOR yeast	AHR activator	CIT2 TOR yeast
Cc1cc(Br)c(NC(=O)Cn2c([N+](=O)[O-])cnc2C)cc1C	104	111	114	0.0	97	110	4	114
CCOC(=O)CSc1nnc(CSc2nc(N)c3c(C)c(C)sc3n2)n1-c1ccccc1	97	111	106	0.1	102	105	-2	102
CC(C)n1c(O)c(N=Nc2ccc(Cl)c(C(=O)O)c2)c2ccccc21	118	95	102	0.4	101	96	7	78
CCOC(=O)C1CCN(c2ncnc3c2oc2ccccc23)CC1	116	92	95	0.1	92	94	5	97
O=C(COC(=O)c1cccc(Cl)c1Cl)NCc1cccs1	111	105	111	-0.2	90	104	-1	92
Cc1cccc(-c2n[nH]c(S(C)(=O)=O)c2C#N)c1	110	98	99	0.0	109	104	-1	102

3 entries already listed, arranged by length of the SMILES, descending:
SMILES	LAP4-GFP MLPCN	RPL19A-GFP yeast	MEP2-GFP yeast	Efflux pump mplx	Yeast superoxide	AGP1 TOR yeast	AHR activator	CIT2 TOR yeast
CCOC(=O)CSc1nnc(CSc2nc(N)c3c(C)c(C)sc3n2)n1-c1ccccc1	97	111	106	0.1	102	105	-2	102
CCOC(=O)C1CCN(c2ncnc3c2oc2ccccc23)CC1	116	92	95	0.1	92	94	5	97
O=C(COC(=O)c1cccc(Cl)c1Cl)NCc1cccs1	111	105	111	-0.2	90	104	-1	92
